MC4R barr agon = agonists of human melanocortin 4 receptor (MC4R) beta-arrestin; 0.98% of 360,000 active; activation, % at 8.9 µM; U2OS MC4R beta-arrestin complementation, luminescence; percent of melanotan II response, DMSO zero; P32245;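 active = activation above a per-plate cutoff, the mean activation of sample wells on that plate plus 3 SD, cut at about 8% in these data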
Cardio protect = myocardial damage modulation in H9c2 cells; AID 588492; 0.63% of 360,000 active; protection from H2O2 cell death, % at 20 µM; H9c2 cardiomyocytes, H2O2 injury protection, ATPLite, 2 h;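 active = compounds giving at least 50% protection of heart cells from peroxide-induced death in the single-dose screen, raw or plate-pattern-corrected value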;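 note: 0% = DMSO wells with peroxide and 100% = DMSO wells without peroxide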
m5-HT2A agonist = agonists of mouse serotonin 5-HT2A receptor (HTR2A). P35363. CHO-K1 mHTR2A beta-arrestin complementation, luminescence; percent of 30 µM serotonin response. activation, % at 7.6 µM. 0.66% of 360,000 active;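 active = activation above a run cutoff, the mean activation of all tested compounds plus 3 SD, cut at about 14% in these data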;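 note: 0% = plate median of compound wells and 100% = 30 µM serotonin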
ABHD5 PLIN5 PPI = inhibitors of human ABHD5-perilipin-5 interaction; Q00G26+Q8WTS1; 0.78% of 360,000 active; inhibition, % at 4 µM; Split G. princeps luciferase complementation, luminescence, 4 h;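 active = inhibition above the mean inhibition across every tested compound plus 3 SD, cut at about 22% in these data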;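 note: 0% = DMSO only wells and the 100% control is not disclosed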
MC4R antagonist = antagonists of human melanocortin 4 receptor (MC4R); inhibition, % at 6.5 µM; 0.48% of 360,000 active; MC4R-expressing cells, MTII-stimulated cAMP, LANCE TR-FRET; P32245;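 active = inhibition above its plate's cutoff, the mean of tested wells on that plate plus 3 SD, cut at about 29% in these data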;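 note: 0% = Melanotan II alone and 100% = Melanotan II plus saturating MCL0020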
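Assay system: U2OS-MC4R stable cell line; Also added: Melanotan II; Technique: Eu-cAMP/anti-cAMP TR-FRET, emission 671 nm; Times: 30-min compound, 1-h challenge, 1-h detection, room temperature.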
TLR9-MyD88 block = blocks human TLR9 binding to MyD88; Q9NR96+Q99836; CHO BLA complementation TLR9-MyD88, CCF4 FRET ratio; inhibition, % at 4.98 µM; 0.21% of 340,000 active; AID 504734;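 active = inhibition above the mean over all tested compounds plus 3 SD, cut at about 21% in these data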;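 note: 0% = DMSO only wells and 100% = clavulanate BLA inhibitor control wells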
NCOA2 inhibitor = inhibits human steroid receptor coactivator 2; Q15596; HEK293 GAL4-SRC2 luciferase reporter, luminescence; inhibition, % at 9 µM; 0.17% of 370,000 active; AID 651957;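 active = inhibition above the mean inhibition of all tested compounds plus 3 SD, set per campaign, cut at about 52% in these data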;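 note: 0% = DMSO treated cells and 100% = cells given Gossypol at 36 µM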
Target sequence (Q15596 whole entry, looked up, the tested form may be a part): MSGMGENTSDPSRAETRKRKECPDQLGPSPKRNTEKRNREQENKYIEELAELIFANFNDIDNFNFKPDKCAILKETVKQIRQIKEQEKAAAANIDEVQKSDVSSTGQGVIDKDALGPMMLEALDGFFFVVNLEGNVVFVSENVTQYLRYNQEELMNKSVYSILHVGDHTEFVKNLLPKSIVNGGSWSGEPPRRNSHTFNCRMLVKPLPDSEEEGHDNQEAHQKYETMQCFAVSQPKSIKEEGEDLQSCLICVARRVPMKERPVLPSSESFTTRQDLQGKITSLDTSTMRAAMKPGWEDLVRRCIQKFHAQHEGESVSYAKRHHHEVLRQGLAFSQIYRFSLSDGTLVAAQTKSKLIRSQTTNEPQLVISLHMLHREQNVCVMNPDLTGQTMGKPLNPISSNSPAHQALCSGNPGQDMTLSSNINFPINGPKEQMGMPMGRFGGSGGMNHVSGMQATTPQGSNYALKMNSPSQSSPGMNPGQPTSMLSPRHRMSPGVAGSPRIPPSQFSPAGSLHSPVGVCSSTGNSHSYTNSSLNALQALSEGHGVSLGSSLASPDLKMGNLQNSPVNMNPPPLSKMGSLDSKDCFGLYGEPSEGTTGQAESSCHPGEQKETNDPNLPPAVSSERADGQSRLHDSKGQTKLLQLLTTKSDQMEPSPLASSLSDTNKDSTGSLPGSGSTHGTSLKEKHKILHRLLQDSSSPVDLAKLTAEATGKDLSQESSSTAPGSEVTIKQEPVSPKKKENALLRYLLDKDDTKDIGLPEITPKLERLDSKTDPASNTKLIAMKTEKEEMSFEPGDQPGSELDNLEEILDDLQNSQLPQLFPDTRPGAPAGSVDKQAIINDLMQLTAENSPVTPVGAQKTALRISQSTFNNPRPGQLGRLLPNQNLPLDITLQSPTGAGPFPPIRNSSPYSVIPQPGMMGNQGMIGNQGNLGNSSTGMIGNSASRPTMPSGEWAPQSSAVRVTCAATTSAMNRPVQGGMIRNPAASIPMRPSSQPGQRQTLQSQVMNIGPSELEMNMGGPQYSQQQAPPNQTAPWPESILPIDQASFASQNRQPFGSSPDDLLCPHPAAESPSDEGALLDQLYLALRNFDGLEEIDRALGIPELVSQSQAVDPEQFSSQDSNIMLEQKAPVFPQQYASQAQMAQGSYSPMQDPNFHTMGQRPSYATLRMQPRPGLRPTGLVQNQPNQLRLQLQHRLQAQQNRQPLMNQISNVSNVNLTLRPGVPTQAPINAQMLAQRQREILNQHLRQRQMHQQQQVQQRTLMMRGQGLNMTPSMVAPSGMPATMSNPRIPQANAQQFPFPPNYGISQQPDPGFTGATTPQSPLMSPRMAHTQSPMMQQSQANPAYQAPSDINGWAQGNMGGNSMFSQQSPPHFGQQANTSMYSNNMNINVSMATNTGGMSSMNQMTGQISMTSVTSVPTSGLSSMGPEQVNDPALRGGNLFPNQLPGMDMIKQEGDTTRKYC
ABCB6 inh MLPCN = human ABCB6 transporter inhibition; Q9NP58; K562-ABCB6 porphyrin accumulation, flow cytometry, 1 h; hits give low values; fluorescence ratio to DMSO, % at 10 µM; 0.19% of 360,000 active; AID 602162;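 active = fluorescence ratio to DMSO below 75%, the collection mean minus 3 SD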;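 note: signal is porphyrin accumulated inside mitochondria; 100% equals median channel fluorescence of DMSO control wells; lower ratio means ABCB6 inhibition with less porphyrin fluorescence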
N-glyco inh = N-linked glycosylation inhibition. D54 ERlucT glycosylation luciferase reporter, 24 h; percent of 100 nM tunicamycin response. reporter increase, % at 12.5 µM. 0.23% of 360,000 active. AID 588692;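 active = mean luciferase reporter signal, scaled so untreated is 0 and the glycosylation-blocking control 100, at or above a set limit in every replicate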;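 note: luciferase carries N-glycosylation sites so blocking glycosylation raises the light; 0% = median of neutral control wells and 100% = median of 100 nM tunicamycin wells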
NOD2 RIPK2 PPI = inhibitors of human NOD2-RIPK2 interaction | 0.38% of 360,000 active | inhibition, % at 4.98 µM | CHO BLA complementation NOD2-RIPK2, CCF4 ratio; in the data active = inhibition above about 21%;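 note: 0% = vehicle only and 100% = reference blocker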
An asterisk follows results filed as active.

Screening O=C1c2ccc(Oc3ccc([N+](=O)[O-])cc3)cc2C(=O)N1CCCO returned MC4R barr agon -0.4, Cardio protect 9.1, m5-HT2A agonist 0.3, ABHD5 PLIN5 PPI 3.7, MC4R antagonist 3.4, TLR9-MyD88 block -1.4, NCOA2 inhibitor 5.6, ABCB6 inh MLPCN 96.0, N-glyco inh -0.8 and NOD2 RIPK2 PPI 12.5.
Screening Cc1ccccc1Cn1cc(NC(=O)c2cc3nc(-c4ccco4)cc(C(F)(F)F)n3n2)cn1 returned MC4R barr agon 0.3, Cardio protect 20.8, m5-HT2A agonist 4.5, ABHD5 PLIN5 PPI 7.8, MC4R antagonist 11.7, TLR9-MyD88 block 0.1, NCOA2 inhibitor -0.2, ABCB6 inh MLPCN 103.0, N-glyco inh 0.0 and NOD2 RIPK2 PPI -3.5.
Screening Cc1cc(C)nc(SCC(=O)Nc2nc(-c3ccccc3)c(-c3ccccc3)o2)n1 returned MC4R barr agon -1.2, Cardio protect 16.0, m5-HT2A agonist -3.2, ABHD5 PLIN5 PPI 2.2, MC4R antagonist 10.9, TLR9-MyD88 block -5.8, NCOA2 inhibitor 11.3, ABCB6 inh MLPCN 98.0, N-glyco inh 1.6 and NOD2 RIPK2 PPI -9.9.
`Cc1cc(C)c(/C=N/NC(=O)c2nnn(-c3nonc3N)c2CN2CCC(C)CC2)c(C)c1` gave MC4R barr agon 17.4*, Cardio protect -2.5, m5-HT2A agonist -8.0, ABHD5 PLIN5 PPI 4.8, MC4R antagonist 15.3, TLR9-MyD88 block 0.0, NCOA2 inhibitor 12.0, ABCB6 inh MLPCN 100.0, N-glyco inh -5.0 and NOD2 RIPK2 PPI 0.3.
For COc1ccc(NC(=O)c2ccc(-c3c(C)noc3C)c3ccoc23)cc1 the results were MC4R barr agon 2.5, Cardio protect -0.8, m5-HT2A agonist 3.9, ABHD5 PLIN5 PPI -3.1, MC4R antagonist 7.0, NCOA2 inhibitor -59.4, ABCB6 inh MLPCN 99.0, N-glyco inh 2.6 and NOD2 RIPK2 PPI 5.0.
`CN(c1ccccc1)S(=O)(=O)c1cccc(C(=O)NCCc2c[nH]c3ccccc23)c1` gave MC4R barr agon -2.3, Cardio protect 1.3, m5-HT2A agonist 4.5, ABHD5 PLIN5 PPI 4.0, MC4R antagonist 9.1, TLR9-MyD88 block 5.9, NCOA2 inhibitor -27.4, ABCB6 inh MLPCN 107.0, N-glyco inh -6.2 and NOD2 RIPK2 PPI -13.3.
Screening COc1cccc(-c2cc(C(=O)NCC3CCCO3)c3ccccc3n2)c1 (stereo not given) returned MC4R barr agon -1.2, Cardio protect 3.1, m5-HT2A agonist 0.2, ABHD5 PLIN5 PPI 0.0, MC4R antagonist 21.3, TLR9-MyD88 block -10.8, NCOA2 inhibitor -6.8, ABCB6 inh MLPCN 89.0, N-glyco inh 1.9 and NOD2 RIPK2 PPI -0.3.
For CC12CCCc3c(O)cc(=O)n(c31)-c1ccccc12 (stereo not given) the results were MC4R barr agon -1.0, Cardio protect 3.1, m5-HT2A agonist 6.4, ABHD5 PLIN5 PPI -3.0, MC4R antagonist -0.3, TLR9-MyD88 block -3.4, NCOA2 inhibitor -2.5, ABCB6 inh MLPCN 97.0, N-glyco inh -0.6 and NOD2 RIPK2 PPI -12.8.
`CN(Cc1ccc(C(F)(F)F)cc1)C(=O)[C@H]1O[C@@H](n2ccc(=O)[nH]c2=O)[C@H](O)[C@@H]1O` gave Cardio protect -2.0, m5-HT2A agonist 2.8, ABHD5 PLIN5 PPI 1.4, NCOA2 inhibitor -10.6, ABCB6 inh MLPCN 97.0, N-glyco inh 2.0 and NOD2 RIPK2 PPI -7.7.
`CCc1ccc(C(=O)NNC(=O)c2cccc(N3C(=O)CCC3=O)c2)cc1` gave MC4R barr agon -3.9, Cardio protect -7.7, m5-HT2A agonist 3.6, ABHD5 PLIN5 PPI -3.9, MC4R antagonist -0.7, TLR9-MyD88 block 11.9, NCOA2 inhibitor 4.4, ABCB6 inh MLPCN 103.0, N-glyco inh 2.5 and NOD2 RIPK2 PPI -1.9.
`Cc1ccc(S(=O)(=O)N(c2nc(NC(C)C)nc(NC(C)C)n2)n2cnnc2)cc1` gave MC4R barr agon -0.7, Cardio protect 0.9, m5-HT2A agonist 2.1, ABHD5 PLIN5 PPI 2.7, MC4R antagonist 17.7, TLR9-MyD88 block -5.0, NCOA2 inhibitor -1.0, ABCB6 inh MLPCN 101.0, N-glyco inh 3.4 and NOD2 RIPK2 PPI -3.2.
O=[N+]([O-])c1ccccc1/C=N/NC1=NS(=O)(=O)c2ccccc21 was read as MC4R barr agon -1.1, Cardio protect -7.8, m5-HT2A agonist -5.8, ABHD5 PLIN5 PPI -0.9, MC4R antagonist -3.3, TLR9-MyD88 block 3.2, NCOA2 inhibitor -2.9, ABCB6 inh MLPCN 103.0, N-glyco inh 2.3 and NOD2 RIPK2 PPI -14.7.
For O=C(NCc1nnc2c(C(F)(F)F)cc(Cl)cn12)c1cccnc1 the results were MC4R barr agon -1.7, Cardio protect 2.4, m5-HT2A agonist 0.6, ABHD5 PLIN5 PPI 0.9, MC4R antagonist 7.8, TLR9-MyD88 block -4.0, NCOA2 inhibitor 2.6, ABCB6 inh MLPCN 97.0, N-glyco inh 3.9 and NOD2 RIPK2 PPI 2.5.
CN1C(=O)C(CC(=O)Nc2ccc(F)cc2)N(CCCc2ccccc2)C1=S (stereo not given) was read as MC4R barr agon -1.7, Cardio protect -33.9, m5-HT2A agonist 6.4, ABHD5 PLIN5 PPI -2.3, MC4R antagonist 2.3, TLR9-MyD88 block 8.4, NCOA2 inhibitor -20.4, ABCB6 inh MLPCN 119.0, N-glyco inh -2.2 and NOD2 RIPK2 PPI 6.8.
For CCOC(=O)CN1CC23C=CC(O2)C(C(=O)NCc2cccs2)C3C1=O (stereo not given) the results were MC4R barr agon -1.3, Cardio protect -2.5, m5-HT2A agonist 3.4, ABHD5 PLIN5 PPI 0.9, MC4R antagonist -1.9, TLR9-MyD88 block -9.3, NCOA2 inhibitor -8.1, ABCB6 inh MLPCN 91.0, N-glyco inh 2.8 and NOD2 RIPK2 PPI -6.0.
`O=C(CCn1c(=O)[nH]c2ccsc2c1=O)N1CCN(c2cccc(Cl)c2)CC1` gave MC4R barr agon -0.7, Cardio protect 4.5, m5-HT2A agonist 0.3, ABHD5 PLIN5 PPI 5.3, MC4R antagonist 10.0, TLR9-MyD88 block -1.3, NCOA2 inhibitor -26.8, ABCB6 inh MLPCN 87.0, N-glyco inh 0.5 and NOD2 RIPK2 PPI -3.9.
O=C(CSc1ccc2nnc(-c3cccs3)n2n1)N1CCCC1 was read as MC4R barr agon -1.1, Cardio protect 8.5, m5-HT2A agonist -2.0, ABHD5 PLIN5 PPI 0.4, MC4R antagonist 6.7, TLR9-MyD88 block 0.3, NCOA2 inhibitor -13.9, ABCB6 inh MLPCN 104.0, N-glyco inh 1.9 and NOD2 RIPK2 PPI -7.4.
CN(C(=O)COC(=O)c1ccccc1NC(=O)c1ccco1)C1CCS(=O)(=O)C1 (stereo not given) was read as MC4R barr agon 0.4, Cardio protect 2.3, m5-HT2A agonist 0.5, ABHD5 PLIN5 PPI 0.1, MC4R antagonist 12.3, TLR9-MyD88 block -4.8, NCOA2 inhibitor 16.2, ABCB6 inh MLPCN 103.0, N-glyco inh -1.0 and NOD2 RIPK2 PPI -7.5.
`CC(=O)NCC(=O)N(C)C(C(=O)Nc1ccc(C(C)C)cc1)c1ccccc1` (stereo not given) gave MC4R barr agon 0.1, Cardio protect -4.7, m5-HT2A agonist -2.1, ABHD5 PLIN5 PPI -3.7, MC4R antagonist 1.0, TLR9-MyD88 block 2.4, NCOA2 inhibitor -32.0, ABCB6 inh MLPCN 99.0, N-glyco inh -1.4 and NOD2 RIPK2 PPI -11.8.
`CC(C)[C@H](NC(=O)C1CC(=O)N(c2ccc(F)cc2)C1)C(=O)N1CCCCC1` (stereo not given in full) gave MC4R barr agon -1.8, Cardio protect 3.1, m5-HT2A agonist 0.8, ABHD5 PLIN5 PPI 1.2, MC4R antagonist 0.0, TLR9-MyD88 block 2.0, NCOA2 inhibitor 10.6, ABCB6 inh MLPCN 95.0, N-glyco inh 0.1 and NOD2 RIPK2 PPI 3.3.
`CCc1ccc(-n2cnc3cc(C(=O)NCC(OC)OC)ccc32)cc1` gave MC4R barr agon -1.4, Cardio protect 3.1, m5-HT2A agonist -9.7, ABHD5 PLIN5 PPI 2.4, MC4R antagonist 13.6, TLR9-MyD88 block 2.6, NCOA2 inhibitor 16.3, ABCB6 inh MLPCN 94.0, N-glyco inh 2.5 and NOD2 RIPK2 PPI 4.8.
`O=C(CN1CCCC1)Nc1ccc(F)cc1` gave MC4R barr agon -3.0, Cardio protect -5.1, m5-HT2A agonist -0.8, ABHD5 PLIN5 PPI -6.6, MC4R antagonist 8.5, TLR9-MyD88 block -2.6, NCOA2 inhibitor 8.4, ABCB6 inh MLPCN 104.0, N-glyco inh 1.6 and NOD2 RIPK2 PPI 0.3.
Screening COC(C(=O)Nc1ccc(S(=O)(=O)Nc2cccc3ccccc23)cc1)c1ccccc1 (stereo not given) returned MC4R barr agon -1.9, Cardio protect -3.8, m5-HT2A agonist -6.6, ABHD5 PLIN5 PPI -0.9, MC4R antagonist 10.3, TLR9-MyD88 block -0.9, NCOA2 inhibitor 11.1, ABCB6 inh MLPCN 95.0, N-glyco inh -3.8 and NOD2 RIPK2 PPI -1.4.
CCCCCCOC(=O)C(C#N)c1nc2ccccc2nc1N1CCCCC1 (stereo not given) was read as MC4R barr agon -1.9, Cardio protect -10.2, m5-HT2A agonist -0.1, ABHD5 PLIN5 PPI 0.8, MC4R antagonist 1.4, TLR9-MyD88 block -5.0, NCOA2 inhibitor -41.7, ABCB6 inh MLPCN 97.0, N-glyco inh -1.9 and NOD2 RIPK2 PPI -3.1.
Screening Cc1ccc(-n2ncc3c2CC(C)(C)CC3NC(=O)CCCN2CCCCC2=O)cc1 (stereo not given) returned MC4R barr agon -0.8, Cardio protect -1.3, m5-HT2A agonist 2.7, ABHD5 PLIN5 PPI 2.0, MC4R antagonist -2.7, TLR9-MyD88 block -5.5, NCOA2 inhibitor -6.8, ABCB6 inh MLPCN 99.0, N-glyco inh 3.4 and NOD2 RIPK2 PPI -9.3.
`Cc1ccccc1C1C(=O)c2ccccc2C1=O` gave MC4R barr agon -1.4, Cardio protect 1.0, m5-HT2A agonist 3.1, ABHD5 PLIN5 PPI -1.4, MC4R antagonist 12.1, TLR9-MyD88 block -2.7, NCOA2 inhibitor -13.1, ABCB6 inh MLPCN 105.0, N-glyco inh -0.4 and NOD2 RIPK2 PPI -1.7.
For CCCCn1c(N)c(N(CC(C)C)C(=O)c2ccc([N+](=O)[O-])o2)c(=O)[nH]c1=O the results were MC4R barr agon 0.5, Cardio protect 4.7, m5-HT2A agonist 1.1, ABHD5 PLIN5 PPI 2.8, MC4R antagonist 5.8, TLR9-MyD88 block 2.1, NCOA2 inhibitor -0.8, ABCB6 inh MLPCN 99.0, N-glyco inh -0.3 and NOD2 RIPK2 PPI 0.8.

Assay outcomes deposited in PubChem BioAssay by several laboratories.

These rows are one share of the data; the hit share may differ from the screen's.
